Bim-Bcl-W: disrupts Bim peptide binding to human Bcl-W; 190,000 compounds, 0.02% hits; Q92843; inhibition, % at 10 µM; AID 952; bead-based flow cytometry;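 note: 0% = bound tracer without compound and 100% = peptide blocker; higher means less fluorescent Bim peptide bound to Bcl-W beads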
Target sequence (Q92843 whole entry, looked up): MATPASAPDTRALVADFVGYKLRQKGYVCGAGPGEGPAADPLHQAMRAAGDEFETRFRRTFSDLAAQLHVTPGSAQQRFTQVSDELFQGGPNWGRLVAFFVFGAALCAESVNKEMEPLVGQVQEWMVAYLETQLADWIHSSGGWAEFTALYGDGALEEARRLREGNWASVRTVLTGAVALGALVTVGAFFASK
RGS7-Gao reg: regulators of human RGS7-Galphao interaction; P09471; 220,000 compounds, 0.35% hits; Multiplexed bead flow cytometry, RGS7-Galphao binding; actives lie on both sides; binding response (% of control), % at 10 µM; in the data active = binding response below about 49% or above about 150%; inconclusive = no clear call, values can overlap the other calls; inactive = in between;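 note: fluorescent Galphao held in activated GDP-AlF4 state binding bead-coupled RGS7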
ABCG2 inh: human ABCG2 inhibition, ABCB1 as counter-screen; Q9UNQ0; IgMXP3 cells, JC-1 efflux, flow cytometry; inhibition, % at 6.6 µM; 190,000 compounds, 0.1% hits; AID 1325;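 active = inhibition above 80%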;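 note: 0% = DMSO and 100% = nicardipine control wells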
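Test system: ABCG2 IgMXP3 and barcoded ABCB1 CCRF-Adr cell mix; Schedule: cells with compound and JC-1, 10 min at 25 °C, rotating, no wash; Technique: flow cytometry of retained JC-1 fluorescence; Measure: % inhibition of efflux relative to nicardipine and DMSO; Controls: nicardipine high and DMSO low controls.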
RGS8-Gao reg: human RGS8-Galphao interaction regulation; multiplexed bead flow cytometry, RGS8-Galphao binding; actives lie on both sides; response (percent of control binding), % at 10 µM; 220,000 compounds, 0.34% hits; in the data active = response below about 60% or above about 140%; inactive = in between;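 note: Galphao activated as the GDP aluminium fluoride complex binding bead-coupled RGS8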
Mcl-1 Bim block: inhibitors of Bim-Mcl-1 interaction, human | Q07820 | Bead-based flow cytometry, Bim peptide-Mcl-1 binding | inhibition, % at 10 µM | 190,000 compounds, 0.1% hits;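 note: 0% = no compound tracer wells and 100% = peptide blocker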
Target sequence (Q07820 whole entry, looked up): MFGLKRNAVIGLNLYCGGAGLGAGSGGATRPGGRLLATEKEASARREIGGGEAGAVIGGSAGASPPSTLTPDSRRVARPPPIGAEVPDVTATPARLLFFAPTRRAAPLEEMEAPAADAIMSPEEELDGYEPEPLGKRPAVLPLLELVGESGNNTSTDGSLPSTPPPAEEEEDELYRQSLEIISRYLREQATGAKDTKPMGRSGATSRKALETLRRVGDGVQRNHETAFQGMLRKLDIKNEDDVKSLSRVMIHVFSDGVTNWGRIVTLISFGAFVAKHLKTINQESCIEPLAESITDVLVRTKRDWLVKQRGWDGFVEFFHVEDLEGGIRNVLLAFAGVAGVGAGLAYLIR
RGS4-Gao reg: modulates binding of RGS4 to human Galphao. 220,000 compounds, 0.33% hits. binding response (% of control), % at 10 µM. P09471. Multiplexed bead flow cytometry; actives lie on both sides. AID 1415; in the data active = binding response below about 49% or above about 150%; inactive = in between;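 note: fluorescent Galphao activated with aluminum fluoride binding bead-coupled RGS4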
Bim-Bfl-1: inhibitors of Bim-Bfl-1 interaction, human. Bead-based flow cytometry, Bim-Bfl-1 binding inhibition. inhibition, % at 10 µM. 190,000 compounds, 0.12% hits. AID 1008;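 note: 0% = wells without compound plus tracer and 100% = blocker peptide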
Bcl-2 Bim block: inhibitors of Bim-Bcl-2 interaction, human; Bead-based flow cytometry, Bim peptide-Bcl-2 binding; 190,000 compounds, 0.06% hits; inhibition, % at 10 µM; in the data active = inhibition above about 40%; inconclusive = no clear call, values can overlap the other calls;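 note: 0% = no compound wells with probe peptide and 100% = reference peptide inhibitor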
Target sequence (P10415 whole entry, looked up): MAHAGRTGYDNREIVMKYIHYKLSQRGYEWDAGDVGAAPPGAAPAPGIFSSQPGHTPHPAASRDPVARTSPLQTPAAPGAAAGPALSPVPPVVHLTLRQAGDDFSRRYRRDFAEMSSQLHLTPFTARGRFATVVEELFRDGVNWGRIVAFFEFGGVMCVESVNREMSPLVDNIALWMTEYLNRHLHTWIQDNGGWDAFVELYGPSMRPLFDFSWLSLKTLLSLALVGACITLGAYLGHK
Bim-Bcl-B: disrupts Bim peptide binding to human Bcl-B; 190,000 compounds, 0.073% hits; Q9HD36; bead-based flow cytometry; AID 951; inhibition, % at 10 µM;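 note: 0% = tracer peptide without compound and 100% = reference inhibitor peptide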
ABCB1 inh: human ABCB1 inhibition, ABCG2 as counter-screen | AID 1326 | inhibition, % at 6.6 µM | CCRF-Adr cells, JC-1 efflux, flow cytometry | P08183 | 190,000 compounds, 0.067% hits; in the data active = inhibition above about 40%;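 note: 0% = vehicle and 100% = reference inhibitor; higher value means more JC-1 retained so stronger ABCB1 efflux block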
Bim-Bcl-XL: disrupts Bim peptide binding to human Bcl-XL | Q07817 | bead flow cytometry, fluorescence | inhibition, % at 10 µM | 190,000 compounds, 0.04% hits
Target sequence (Q07817 whole entry, looked up): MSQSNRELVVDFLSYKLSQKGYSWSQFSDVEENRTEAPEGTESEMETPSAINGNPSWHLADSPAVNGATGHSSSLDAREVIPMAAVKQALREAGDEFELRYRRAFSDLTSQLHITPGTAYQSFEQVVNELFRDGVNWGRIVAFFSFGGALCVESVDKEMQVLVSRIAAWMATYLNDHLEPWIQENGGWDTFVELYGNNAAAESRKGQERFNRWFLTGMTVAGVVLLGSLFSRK
Active calls of the source: *; ? = inconclusive; . = no result given; [ ] = another dose, or the depositor's remark. Cut-off read from the data, not from the text of the source, unless noted: active = inhibition above about 40%.

Structure	RGS7-Gao reg	Bim-Bcl-B	RGS8-Gao reg	ABCG2 inh	RGS4-Gao reg	Bim-Bcl-W	Bim-Bfl-1	Mcl-1 Bim block	Bim-Bcl-XL	ABCB1 inh	Bcl-2 Bim block
Cc1nn(Cc2ccccc2)c(C)c1NC(=O)CCCn1nc([N+](=O)[O-])c(Cl)c1C	100	-6	104	8	104	-2	0	-2	-1	2.4	-2
CCNC(=S)NNC(=O)c1cc(C)nc2ccccc12	106	-17	101	2	102	-4	-15	1	-11	0.6	-9
CCn1c(-c2ccccc2SC)n[nH]c1=S	105	-14	101	0	102	-4	0	0	-5	0.0	0
CC(C)N1CCC(NC(=O)NC2CCCCC2)CC1	99	-4	101	6	98	-2	-5	0	-1	0.3	-4
O=C(O)c1cc2cc(Cl)ccc2oc1=O	97	-1	100	15	101	-2	-2	0	-1	1.7	0
CC(=O)N=c1sc2nc3ccccc3nc2n1N(C(C)=O)C(C)=O	102	-1	99	2	99	0	3	0	-1	0.8	2
CN(Cc1cccs1)C(=O)CSc1nnnn1C	95	1	95	8	94	-4	-5	-1	0	1.8	-1
O=C(CCc1ccc(S(=O)(=O)NC2CCCCC2)cc1)Nc1ccccc1	104	-9	106	2	108	-2	-4	-1	-10	-0.1	-6
O=C(CSc1ccccc1)Nc1ccc(N2CCN(c3ccccc3)CC2)c(F)c1	102	-5	99	-3	100	0	0	-4	0	-0.7	-5
COC(=O)c1ccc(NC(=O)CCN2CCN(CCC(=O)Nc3ccc(C(=O)OC)cc3)CC2)cc1	100	-4	103	13	100	-3	0	-2	-2	0.8	-2
CCN(CC)S(=O)(=O)c1cc(C(=O)Nc2ccccc2C(=O)O)ccc1OC	102	-7	99	7	104	0	-14	-1	-3	1.2	-8
CCN(CC)CCOC(=O)c1ccc(NC(=O)c2cn(-c3ccccc3)nc2-c2cccs2)cc1	106	-3	104	0	104	0	-5	1	0	-0.1	-2
CCn1c(-c2ccccc2Cl)nn(CC(=O)Nc2ccc(OC)cc2)c1=S	107	-1	105	4	109	-1	-3	0	0	0.8	-4
O=C(NCC(c1cccs1)N1CCOCC1)c1cc([N+](=O)[O-])ccc1Cl (stereo not drawn)	100	-7	102	14	98	-3	-17	-2	-6	1.9	-7
CC(C)(C)NNC(=S)Nc1ccc(S(=O)(=O)N2CCOCC2)cc1	98	-1	100	2	101	0	5	-3	0	0.7	0

Gathered by group, the entries above with a COOH group
Structure	RGS7-Gao reg	Bim-Bcl-B	RGS8-Gao reg	ABCG2 inh	RGS4-Gao reg	Bim-Bcl-W	Bim-Bfl-1	Mcl-1 Bim block	Bim-Bcl-XL	ABCB1 inh	Bcl-2 Bim block
O=C(O)c1cc2cc(Cl)ccc2oc1=O	97	-1	100	15	101	-2	-2	0	-1	1.7	0
CCN(CC)S(=O)(=O)c1cc(C(=O)Nc2ccccc2C(=O)O)ccc1OC	102	-7	99	7	104	0	-14	-1	-3	1.2	-8

Additional compounds
Structure	RGS7-Gao reg	Bim-Bcl-B	RGS8-Gao reg	ABCG2 inh	RGS4-Gao reg	Bim-Bcl-W	Bim-Bfl-1	Mcl-1 Bim block	Bim-Bcl-XL	ABCB1 inh	Bcl-2 Bim block
CC1=CS(=O)(=O)CC1Sc1ncn[nH]1 (stereo not drawn)	101	.	101	0	99	.	.	.	.	0.1	?
CC1C(=O)CC(c2ccc([N+](=O)[O-])cc2)NC1c1ccc([N+](=O)[O-])cc1 (stereo not drawn)	100	-4	99	4	100	0	-5	1	-4	0.8	0
Cc1cc(C)nc(SCC(=O)O)n1	102	-9	104	0	101	0	-12	-8	-8	0.2	-8
CCC(C)(C)NC(=O)c1ccc(S(=O)(=O)N(C)c2ccccc2OC)cc1	99	0	99	2	102	-2	0	0	-2	0.5	3
Cc1ccc(/C=C/C(=O)O)cc1S(=O)(=O)NCc1ccco1	102	-7	100	1	101	-1	-13	-2	-4	0.6	-6
O=c1[nH]n(-c2ccccn2)c(=O)c2ccccc12	103	0	104	0	109	-1	1	-2	-1	0.1	0
Cc1cc(C)n(CCNCc2c(C(=O)N3C[C@@H](C)O[C@@H](C)C3)nc3ccc(Cl)cn23)n1	98	-2	98	1	99	2	-6	0	-1	0.2	-1
Cn1c(SCC(=O)Nc2ccccc2)nc(O)cc1=O	106	-11	105	31	109	-1	-17	-5	-13	0.8	-8
COC(=O)c1c(NC(=O)c2ccco2)sc(C)c1C	98	-12	98	26	96	0	-13	-2	-7	0.0	-11
CCOC(=O)c1cnc2ccccc2c1NCCO	102	6	103	0	101	9	4	2	1	-0.2	4
CN(C)S(=O)(=O)c1cccc(NC(=S)N2CCc3ccccc32)c1	?	-9	89	2	131	1	-1	0	-2	1.0	1
N#Cc1ccc(CSc2nnc3[nH]c(=O)cc(N)n23)cc1	?	-4	100	-1	98	-2	-4	0	-3	0.0	0
O=C(CN(C(=O)CCC(=O)Nc1ccccn1)c1ccc2c(c1)OCO2)NCc1ccco1	101	-13	95	1	86	-2	-11	-4	-9	0.4	-10
COCCN(CC(=O)NC1CCCCC1)C(=O)/C=C/C(=O)c1ccc(OC)cc1O	101	-8	84	1	98	0	-9	-8	-2	0.7	-3
CC(C)n1nnnc1SCC(=O)NCc1ccco1	71	-8	81	13	73	-3	-22	-6	-9	1.1	-11

(more compounds)
Structure	RGS7-Gao reg	Bim-Bcl-B	RGS8-Gao reg	ABCG2 inh	RGS4-Gao reg	Bim-Bcl-W	Bim-Bfl-1	Mcl-1 Bim block	Bim-Bcl-XL	ABCB1 inh	Bcl-2 Bim block
CSc1cccc(NC(=O)COc2cccc3ccccc23)c1	100	-4	100	-2	101	1	-8	0	-2	-0.4	-9
O=c1[nH]n(-c2ccc(Cl)cc2)c2ncccc12	100	-12	102	19	101	0	-17	-5	-8	0.3	-8
CC(C(=O)Nc1sc2c(c1C(=O)NCc1ccco1)CCCC2)N1C(=O)c2ccccc2C1=O (stereo not drawn)	97	-7	100	2	99	1	-9	3	0	0.4	-4
CCOC(=O)N1CCN(C(=O)NC2CCCCC2)CC1	97	-5	99	0	99	-4	-2	-6	0	0.0	-8
O=C1C2C3C=CC(C3)C2C(=O)N1c1ccc2c(c1)OCO2 (stereo not drawn)	99	-9	99	6	101	-5	-15	-6	-13	1.1	-13
CCN(CC)c1ccc(CN2CCC(C(=O)NCc3ccc(C)cc3)CC2)cc1	105	0	124	3	100	-2	3	-2	-4	1.2	-2
COc1cc(NC(=O)Cc2nn(C)c(=O)c3ccccc23)cc(OC)c1OC	99	-2	102	12	103	2	0	6	0	1.2	0
O=C(CCCOc1ccc(Cl)cc1Cl)N/N=C\C1CCCCC1	102	-1	102	5	103	-3	-2	1	-1	1.1	-2
CCOC(=O)C1CCN(C(=O)CSc2c3c(nc4ccccc24)CCC3)CC1	113	0	95	5	93	0	0	0	1	0.9	0
O=C(NCCC1=CCCCC1)c1coc(=O)c(Br)c1	107	-1	103	5	108	-1	-2	-3	-1	0.4	0
Cc1nn(C)c2ncc(C(=O)c3cc(F)ccc3O)cc12	100	-4	99	1	103	3	-10	2	-5	0.2	-4
COC(=O)c1ccc2nc(NC(=O)CSCC(=O)OCC(=O)c3ccccc3)sc2c1	98	-16	92	-7	99	-7	0	-8	-13	-2.4	2
C/C(N)=C(/C#N)C(=O)CSc1n[nH]c(-c2cccs2)n1	?	0	99	0	98	1	-6	0	0	-0.4	-2
CCOc1ccc(OCCCCNC(C)(C)C)cc1	105	-2	99	1	102	-2	-7	-1	0	0.5	-4
COc1ccccc1N1CCN(C(c2cc3ccc(C)cc3[nH]c2=O)c2nnnn2C2CCCC2)CC1 (stereo not drawn)	101	-2	98	3	102	-1	-2	-1	-4	3.3	-2

More records:
Structure	RGS7-Gao reg	Bim-Bcl-B	RGS8-Gao reg	ABCG2 inh	RGS4-Gao reg	Bim-Bcl-W	Bim-Bfl-1	Mcl-1 Bim block	Bim-Bcl-XL	ABCB1 inh	Bcl-2 Bim block
Cc1ccc(C(=O)NCCc2csc(C)n2)cc1	102	-3	103	-4	102	1	-5	0	-5	-2.1	-4
COC(=O)c1ccc(NC(=S)N(Cc2cccnc2)Cc2ccco2)cc1	106	-15	104	2	102	0	-4	-1	-3	0.8	0
COc1cc2c(C(=O)NCc3ccccn3)cn(C)c(=O)c2cc1OC	105	-7	103	2	100	0	-14	-4	-4	0.4	-10
O=C(CN1C(=O)CSC1=O)NC1CCCCC1	100	-11	101	5	102	-3	-22	-6	-8	0.1	-7
CCN1CCN(Cc2nc(N)nc(Nc3ccc(C)c(C)c3)n2)CC1	105	1	113	1	108	0	-1	-2	4	-0.2	2
N#Cc1cn(-c2ccccc2)nc1-c1ccco1	101	-11	101	21	102	-2	-19	-4	-7	0.2	-14
Cc1cc(Nc2ncc(Cl)cc2Cl)n(-c2ccccc2C)n1	99	5	98	4	99	0	13	0	0	1.1	9
OC(CNC1CCCc2ccccc21)COc1c(Cl)cccc1Cl (stereo not drawn)	98	-4	108	-1	96	-1	0	-1	-3	6.8	0
CN(/N=C/c1ccc(C(C)(C)C)cc1)C1=NCCN1	101	0	104	-3	105	0	-3	2	0	-0.4	-2
CC(=O)NC(Cc1c[nH]c2ccccc12)C(=O)N1CCc2ccccc2C1 (stereo not drawn)	89	-10	91	-1	91	-1	-7	0	-4	-2.6	-12
Cc1ccc2c(c1)C1CN(C)CCC1N2C(=O)c1cccc(S(=O)(=O)N2CC(C)CC(C)C2)c1 (stereo not drawn)	?	-7	103	6	105	-5	-8	-1	-3	5.6	-3
C=CCN(CC(=O)NCc1ccc(F)cc1)C(=O)c1csnn1	98	2	106	4	102	2	5	3	2	0.5	7
N#CC1(C#N)C2=C(CCCC2)NC(c2ccccc2)C1(C#N)C#N (stereo not drawn)	98	-1	99	0	100	7	-1	-2	-5	0.0	2
CC1CCC2(CC1)NC(=S)N(c1ccccc1)N2 (stereo not drawn)	171*[activator]	-7	102	0	140	0	0	2	-2	0.1	3
COc1ccc(-n2cc(C(=O)c3cc(Cl)ccc3O)cc(C#N)c2=O)cc1	101	-1	103	4	103	1	-2	1	-1	1.0	-1

The listing continues:
Structure	RGS7-Gao reg	Bim-Bcl-B	RGS8-Gao reg	ABCG2 inh	RGS4-Gao reg	Bim-Bcl-W	Bim-Bfl-1	Mcl-1 Bim block	Bim-Bcl-XL	ABCB1 inh	Bcl-2 Bim block
O=S(=O)(c1ccccc1Cl)N1CCCC1c1nc(-c2ccc(Cl)cc2)no1 (stereo not drawn)	78	2	90	0	75	4	9	0	3	0.0	10
COc1ccc(-c2nc(C)c(C(C)=O)n2O)cc1	104	-28	102	2	103	-9	15	-4	-10	0.3	-1
CCOC(=O)CNC(=O)C(NC(=O)C1CCC(C)CC1)C(C)CC (stereo not drawn)	96	-4	99	1	97	0	-12	0	-4	0.8	-3
O=C(CSc1nc2cc3ccccc3cc2[nH]1)Nc1ccc(F)cc1	99	-10	102	41	103	-2	-20	-3	-8	-0.1	-12
COc1ccc(NC(=O)c2cc(-c3ccccc3)oc2C)cc1	100	-6	102	20	101	-1	-1	-4	-4	0.1	-1
Cn1nnc(NC(=S)NC(=O)c2cccs2)n1	105	-5	103	18	102	-2	-16	-1	-8	-0.2	-6
Cc1nn(-c2ccccc2)c(C)c1C(=O)OCC(=O)NC12CC3CC(CC(C3)C1)C2	104	0	101	17	104	0	0	-2	4	3.0	2
CC(C)(CNC(=O)c1ccc(S(=O)(=O)N2CCCC2)cc1)N1CCOCC1	99	0	98	2	98	-1	-3	-2	-2	0.6	-3
O=C(/C(=C/O)N=Nc1ccccc1)c1cccs1	108	-2	109	8	110	-1	-2	0	-2	0.8	-1
